# Screening data: PubChem BioAssay, National Center for Advancing Translational Sciences (NCATS)
# AmpC inh detg = inhibitors of E. coli AmpC beta-lactamase with detergent | AmpC hydrolysis of nitrocefin, absorbance 480 nm, 0.01% Triton | 0.041% of 370,000 active | AID 485294 | Potency, µM (highest dose often 114 µM), inactives show at the top dose activity change, negative = inhibition, actives largely listed as inhibitors | P00811;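 also: potency is read from the fitted curve at half-maximal effect; 0% = no-compound wells and -100% = no-enzyme wells; nearly all actives have a fitted effect of over 25% in size; some results filed as inactive show a strong effect at the top dose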
# Target sequence (P00811 whole entry, looked up): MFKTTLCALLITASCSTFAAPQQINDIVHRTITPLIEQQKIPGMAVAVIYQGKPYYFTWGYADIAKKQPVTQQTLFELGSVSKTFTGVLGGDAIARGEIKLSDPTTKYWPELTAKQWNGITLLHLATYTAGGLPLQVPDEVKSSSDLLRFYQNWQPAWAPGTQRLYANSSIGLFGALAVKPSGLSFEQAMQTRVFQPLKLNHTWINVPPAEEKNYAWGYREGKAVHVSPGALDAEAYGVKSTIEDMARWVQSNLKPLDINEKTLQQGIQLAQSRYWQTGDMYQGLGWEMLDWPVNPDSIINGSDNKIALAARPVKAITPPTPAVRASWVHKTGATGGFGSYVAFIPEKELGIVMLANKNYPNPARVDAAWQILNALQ
#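 AmpC (5.3 nM in the dispensed reagent) in 20 mM phosphate pH 7.0 with 0.01% (detergent screen) or 0.0001% Triton X-100 was preincubated with compounds for 15 min at room temperature. Nitrocefin was then added from an 800 uM solution, and hydrolysis was followed at 480 nm.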
# Giardia FBPA inh = inhibitors of Giardia lamblia fructose-1,6-bisphosphate aldolase | purified Giardia FBPA | Potency, µM (titrated, usually from 59.6 µM), for inactives: top-dose activity, negative = inhibition, hits mostly inhibitors | 0.71% of 290,000 active | AID 2451 | A8B2U2; also: potency is read from the fitted curve at half-maximal effect; nearly all actives have a fitted effect of over 55% in size
# Target sequence (A8B2U2 whole entry, looked up): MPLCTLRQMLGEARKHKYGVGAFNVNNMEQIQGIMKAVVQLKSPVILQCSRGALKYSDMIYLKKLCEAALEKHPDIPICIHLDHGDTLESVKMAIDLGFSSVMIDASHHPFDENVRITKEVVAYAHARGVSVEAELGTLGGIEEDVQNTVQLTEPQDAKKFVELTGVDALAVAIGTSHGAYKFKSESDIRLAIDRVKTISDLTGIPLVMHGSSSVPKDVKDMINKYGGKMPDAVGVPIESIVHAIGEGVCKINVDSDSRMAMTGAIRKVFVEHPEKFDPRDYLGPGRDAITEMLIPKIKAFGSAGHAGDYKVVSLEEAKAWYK
#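 40 nM FBPA preincubated 10 min at RT with compound (up to 57.5 uM final), then substrate plus GAPDH/TPI/NAD/arsenate coupling and diaphorase/resazurin added. Fluorescence read after 20 min at RT, 525/598 nm.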
# Sm TGR block = S. mansoni TGR enzyme inhibition; Q962Y6; purified TGR, DTNB reduction, TNB absorbance 405 nm; Potency, µM (top dose mostly 114 µM), for the others: at the highest dose activity change, negative = inhibition, most hits filed as inhibitors; 3% of 360,000 active; AID 485364; also: potency is read from the fitted curve at half-maximal effect; nearly all actives have a fitted effect of over 60% in size
#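 TGR 20 nM + NADPH 100 uM (dispensed conc.), cpd preinc 15 min RT; start with NADPH (500 uM addition) then DTNB (15 mM addition). Kinetic TNB absorbance, 405 nm filter. Four-parameter Hill fit across titration.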
# HCMV inh = human cytomegalovirus inhibition. HFF cells, HCMV-luciferase reporter, 72 h; stronger effect = lower value. activity change, negative = inhibition, % at 57.5 µM. 4.5% of 410,000 active; in the data active = activity change below about -60%; inconclusive = no clear call, values can overlap the other calls; inactive = above about -39%
#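 Inhibition of viral replication was scored as loss of reporter luminescence in HFFs infected with HCMV-luciferase (MOI 1 PFU/cell) for 72 h; compounds tested at 2 doses, normalized to buffer and Salinomycin controls.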
# AmpC no deterg = blocks E. coli AmpC beta-lactamase in detergent-free assay; AmpC nitrocefin hydrolysis, absorbance 480 nm, 0.0001% Triton; P00811; 0.52% of 330,000 active; Potency, µM (top dose mostly 57.1 µM), without a hit: top-dose activity change, negative = inhibition, hits mostly inhibitors;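 also: potency is read from the fitted curve at half-maximal effect; plate controls were no compound for no effect and no enzyme for full effect; nearly all actives have a fitted effect of over 20% in size; some results filed as inactive show a strong effect at the top dose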
#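 20 mM phosphate pH 7.0 + 0.01% (detergent screen) or 0.0001% Triton X-100; 5.3 nM AmpC reagent; cpd preinc 15 min RT; nitrocefin (800 uM stock) to start; A480 q20 s × 4 min; Activity was normalised to no-enzyme and no-compound control wells.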
# AMA1-RON2 inh = disrupts binding of P. falciparum AMA1 to RON2; AlphaScreen AMA1-biotinylated RON2 peptide binding; Potency, µM (series often up to 58.2 µM), for the others: at the top dose activity change, negative = inhibition, hits mostly inhibitors; 0.2% of 360,000 active;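 also: potency is read from the fitted curve at half-maximal effect; 0% = vehicle wells and -100% = peptide control; nearly all actives have a fitted effect of over 45% in size; some results filed as inactive show a strong effect at the top dose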
#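 AMA1 (3D7) with his tag at 25 nM final met compounds first, then biotinylated RON2 peptide at 25 nM; detection used donor plus acceptor beads, 10 µg/mL apiece, read by AlphaScreen after 30 min at room temperature.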
# Starred values were filed as active, the others as inactive; ? = inconclusive; nt = not tested or not shown; [ ] = dose if it differs, or a comment. Unless noted, calls follow the shape of the dose curve; as a rule, active = well fitted curve in the direction sought with a large enough effect; inconclusive = small, poorly fitted or top-dose-only effect, or another doubt; inactive = no such curve, though single readings can be large; an effect the other way counts as inactive or inconclusive. Unless noted, % is scaled to controls: 0 for no effect and ±100 for the full control effect. No enrichment for hits; any-hit rate near 7.8%.
# Letters: A = AmpC inh detg; B = Giardia FBPA inh; C = Sm TGR block; D = HCMV inh; E = AmpC no deterg; F = AMA1-RON2 inh
COc1ccc(C)cc1N1CC(C(=O)Nc2ccccc2C(=O)NC2CC2)CC1=O (stereo unspecified)
  A: -3%	B: nt	C: 2%	D: 0	E: -15%	F: 2%
COC(=O)c1sc(-c2ccc(Cl)cc2)cc1NC(=O)CSCC(=O)O
  A: -1%	B: 20%	C: 0%	D: -12	E: 38%	F: -2%
O=S(=O)(c1ccc(NC(=S)Nc2ccc(OC(F)F)cc2)cc1)N1CCOCC1
  A: -9%	B: -16%	C: 45µM*	D: -26	E: -18%	F: 19%
O=C(NC(=S)N1C[C@H]2C[C@H](C1)c1cccc(=O)n1C2)c1ccc(Cl)cc1
  A: ?	B: ?	C: -2%	D: 17	E: -6%	F: 117%[activator]
O=C(NC1=NCCS1)c1cc2ccccc2o1
  A: -6%	B: -8%	C: 5%	D: 37	E: -7%	F: -2%
CCOc1ccccc1NC(=O)C1CCCN1S(=O)(=O)c1ccc2nc(-c3ccccc3)[nH]c2c1 (stereo unspecified)
  A: -3%	B: nt	C: 5%	D: ?	E: nt	F: nt
CN(CCCNC(=O)c1cc2c(=O)n(C)c3ccccc3c2s1)Cc1ccccc1
  A: 3%	B: nt	C: -29%	D: 11	E: nt	F: nt
CC1(C)CC(=O)c2sc(NC(=O)CN3CCCCC3)nc2C1
  A: ?	B: -15%	C: 0%	D: -26	E: -12%	F: 0%
Cc1cc(-c2nnc(CCC(=O)N(CC3CC3)CC3CCCO3)o2)no1 (stereo unspecified)
  A: 6%	B: 3%	C: 0%	D: -2	E: -14%	F: 9%
O=C(Cc1ccc(O)cc1)NC1CCCCCC1
  A: ?	B: 3%	C: -1%	D: 139	E: -16%	F: 1%
O=C(Nc1ccccc1C(=O)NCc1cccnc1)c1ccccc1F
  A: 2%	B: 2%	C: 1%	D: 0	E: -17%	F: -6%
COCCNC(=O)CN1CCCCCC1
  A: -10%	B: ?	C: nt	D: -13	E: -11%	F: -17%
COc1ccc(CCNC(=O)C2CCN(c3nc4ccccc4nc3C(F)(F)F)CC2)c(OC)c1
  A: -5%	B: nt	C: 8%	D: 1	E: nt	F: nt
CC(Cc1cccnc1)NC(=O)c1ccccc1OC1CCN(S(C)(=O)=O)CC1 (stereo unspecified)
  A: 3%	B: 6%	C: 4%	D: 108	E: -2%	F: 7%
Cc1ccc[n+](/C(C(=S)NCc2ccco2)=C(/[O-])c2ccccc2Cl)c1
  A: 2%	B: ?	C: 32µM*	D: -24	E: 0%	F: -13%
CC(C)c1ccc(NC(=O)COC(=O)/C=C/c2cccc([N+](=O)[O-])c2)cc1
  A: -3%	B: -1%	C: -23%	D: -23	E: -29%	F: -4%
CCOC(=O)c1ccc(NC(=O)Cn2nc(C)c3nn(-c4ccc(Cl)cc4)c(C)c3c2=O)cc1
  A: -9%	B: nt	C: 5%	D: 8	E: nt	F: nt
C/C(=N\NC(=O)c1ccc(Cn2cc([N+](=O)[O-])cn2)o1)c1cccc(NC(=O)C(C)C)c1
  A: 5%	B: -4%	C: 3%	D: 6	E: -30%	F: -1%
Cc1ccc(-c2cc(C(=O)N3CCN(S(=O)(=O)c4ccc(Br)cc4)CC3)[nH]n2)cc1C
  A: -5%	B: nt	C: -1%	D: ?	E: nt	F: nt
O=C(NCc1ccccc1)c1ccc(Oc2ccc(C(=O)NCc3ccccc3)cc2)cc1
  A: -3%	B: 3%	C: -15%	D: 19	E: -32%	F: 0%
CCC(O)C(C)(C)C (stereo unspecified)
  A: 5%	B: nt	C: 2%	D: 18	E: 1%	F: 14%
Cc1coc2c(C)c3oc(=O)c(CCC(=O)N(C)CC(=O)O)c(C)c3cc12
  A: -1%	B: 6%	C: ?	D: -4	E: -19%	F: -4%
CCc1ccc(/C(C)=N/NC(=O)c2ccccn2)cc1
  A: -13%	B: -6%	C: -10%	D: 14	E: -12%	F: 24%
Cc1ccc(C(C(=O)NC2CCCCC2)N(Cc2ccccc2)C(=O)Cc2c[nH]c3ccccc23)o1 (stereo unspecified)
  A: 0%	B: -4%	C: -9%	D: -7	E: -2%	F: -9%
O=c1cc(NCCO)c2ccccc2o1
  A: -16%	B: 0%	C: 0%	D: 40	E: -3%	F: 9%
Cc1c(CCC(=O)O)c(=O)oc2cc(O)ccc12
  A: -10%	B: 8%	C: -2%	D: 0	E: -1%	F: 0%
Cc1cc(NS(=O)(=O)c2ccc(NC(=O)c3ccoc3C)cc2)nc(C)n1
  A: -3%	B: 6%	C: -2%	D: 5	E: -23%	F: -2%
c1cncc(C(c2nnnn2C2CCCC2)N2CCN(Cc3ccc4c(c3)OCO4)CC2)c1 (stereo unspecified)
  A: -10%	B: -2%	C: 0%	D: -29	E: 2%	F: 3%
Cc1cccc2c1NC(=O)C2=Nc1ccc(Cl)cc1
  A: -12%	B: -5%	C: 4%	D: 54	E: -7%	F: 2%
Cc1cc(-c2ccc(S(=O)(=O)N3CCN(c4cccc(C(F)(F)F)c4)CC3)s2)on1
  A: -9%	B: -2%	C: -11%	D: -38	E: -33%	F: 5%
CCn1c(SCC(=O)NCCc2ccc(F)cc2)nnc1-c1cccs1
  A: -1%	B: 1%	C: -14%	D: -35	E: -1%	F: -17%
CC(=O)Nc1nc2ccccc2n1CCN1CCOCC1
  A: ?	B: -7%	C: 2%	D: nt	E: -8%	F: 14%
O=C(NNC(=O)c1ccc(O)c(Cl)c1)c1cccc(S(=O)(=O)N2CCOCC2)c1
  A: 8%	B: nt	C: ?	D: -3	E: -15%	F: -9%
CCOc1ccccc1N1CCN(c2nc(N)c(C#N)c(CC#N)c2C#N)CC1
  A: -7%	B: ?	C: ?	D: -16	E: -26%	F: -10%
Clc1ccccc1OCCSc1nnc(-c2cccs2)o1
  A: 3%	B: nt	C: -13%	D: -7	E: nt	F: nt
Cc1cccn2cc(-c3cccc(S(=O)(=O)N4CCCCC4)c3)nc12
  A: ?	B: -2%	C: -9%	D: ?	E: -5%	F: -4%
Cc1ccccc1-n1c(=O)c2ccccc2n(Cc2ccc(F)cc2)c1=O
  A: 16%	B: nt	C: 8%	D: -14	E: nt	F: nt
CC1=[N+](C)N(c2ccccc2)C(=O)C1N=C/C=C/c1ccccc1 (stereo unspecified)
  A: 1%	B: -1%	C: -29%	D: 8	E: -5%	F: 0%
Nc1nnc(SCC(=O)NC2CCCCC2)s1
  A: -1%	B: 0%	C: 4%	D: 5	E: -12%	F: 2%
Cc1ccc(-c2c[n+]3c(n2-c2ccccc2)SCC3)cc1
  A: -1%	B: 3%	C: 1%	D: -73*	E: -15%	F: -3%
COc1cc(NC(=O)c2cccs2)c(OC)cc1NC(=O)CCC(=O)Nc1cccc2ncccc12
  A: 4%	B: -1%	C: -2%	D: -24	E: 64%[activator]	F: -5%
Cc1ccc(S(=O)(=O)N(CC(O)CN2C(=O)NC(C)(C)C2=O)c2ccccc2)cc1 (stereo unspecified)
  A: ?	B: 3%	C: 0%	D: 0	E: 36%	F: 8%
Cc1ccccc1NC(=O)c1cccc(N2C(=O)C3C4CCC(C4)C3C2=O)c1 (stereo unspecified)
  A: 2%	B: 2%	C: 0%	D: -6	E: -15%	F: 7%
O=C(Cn1cnc2c(cnn2-c2ccccc2)c1=O)N1CCCc2ccccc21
  A: -9%	B: 5%	C: 4%	D: ?	E: -5%	F: 6%
O=C(CSc1nnc(CNC(=O)c2c(F)cccc2F)o1)NCc1ccc(F)cc1
  A: 4%	B: nt	C: 28µM*	D: 16	E: 4%	F: 1%
CC(OC(=O)c1cc[n+]([O-])cc1)C(=O)Nc1ccc(Cl)cn1 (stereo unspecified)
  A: -7%	B: 4%	C: 5%	D: 30	E: 3%	F: 1%
COc1ccc(CCNC(=O)C(=O)NCC(c2ccc3c(c2)OCO3)N2CCOCC2)cc1OC (stereo unspecified)
  A: -1%	B: nt	C: 0%	D: 31	E: nt	F: nt
CC(C)(C)NC(=O)C1CC(=O)OC12CCOC(C)(C)C2 (stereo unspecified)
  A: 1%	B: 6%	C: nt	D: 8	E: -11%	F: -7%
O=C(NCC1CCCO1)C1CCN(CC2CCCCC2)CC1 (stereo unspecified)
  A: 8%	B: -7%	C: 3%	D: 41	E: -11%	F: 1%
COc1cc(SC)ccc1C(=O)Nc1cccc(S(=O)(=O)NC2=NCCC2)c1
  A: ?	B: nt	C: -15%	D: -28	E: 1%	F: -1%
C[C@@H]1O[C@@H](O[C@H]2[C@H](O)[C@@H](O)[C@H](Oc3c(-c4ccc(O)cc4)oc4cc(O)cc(O)c4c3=O)O[C@@H]2CO)[C@H](O)[C@H](O)[C@H]1O
  A: nt	B: nt	C: nt	D: ?	E: -20%	F: -8%
OC[C@H]1O[C@@H](n2cnc3cc(Cl)c(Cl)cc32)[C@H](O)[C@@H]1O
  A: ?	B: nt	C: 2%	D: -12	E: -30%	F: 13%
O=C(Nc1ccc(Cl)c(C(F)(F)F)c1)c1nc2ccccc2nc1N1CCCCC1
  A: 6%	B: nt	C: 3%	D: -39	E: nt	F: nt
N#Cc1nc(-c2cccc3ccccc23)oc1NCC1CCCO1 (stereo unspecified)
  A: -8%	B: -17%	C: 13%	D: -67*	E: 63%[activator]	F: -29%
